# SR-BI HDL uptake – inhibitors of mouse SR-BI mediated HDL lipid uptake. Q61009. ldlA[mSR-BI] CHO cells, DiI-HDL uptake fluorescence, 3 h. inhibition, % at 12.5 µM. 320,000 tested, 0.96% active;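 active means mean replicate inhibition of at least 70% and a set share of replicates each scoring 70 or more; inconclusive means meets just one of the two criteria; inactive means fails both criteria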;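 further: 0% = median of neutral control wells and 100% = median of positive control wells; values of inactives mirror those of a sister screen read the other way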
# Target sequence (Q61009 whole entry, looked up): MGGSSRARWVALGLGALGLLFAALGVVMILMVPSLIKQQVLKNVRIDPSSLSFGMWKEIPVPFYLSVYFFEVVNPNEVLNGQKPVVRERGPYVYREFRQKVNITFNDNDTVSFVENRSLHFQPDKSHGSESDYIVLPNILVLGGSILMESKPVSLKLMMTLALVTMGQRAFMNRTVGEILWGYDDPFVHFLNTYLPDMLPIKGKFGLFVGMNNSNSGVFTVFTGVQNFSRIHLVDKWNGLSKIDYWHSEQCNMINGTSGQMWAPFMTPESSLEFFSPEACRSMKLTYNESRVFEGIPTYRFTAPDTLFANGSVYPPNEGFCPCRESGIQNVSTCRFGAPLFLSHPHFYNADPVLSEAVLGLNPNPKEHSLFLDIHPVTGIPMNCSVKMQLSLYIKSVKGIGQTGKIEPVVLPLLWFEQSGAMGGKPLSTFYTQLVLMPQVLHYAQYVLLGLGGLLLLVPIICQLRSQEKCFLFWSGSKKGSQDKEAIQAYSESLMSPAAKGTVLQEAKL
# PKA-R2B activ – activates the human PKA-R2B holoenzyme complex; activation, % at 11.4 µM; 340,000 tested, 0.079% active; PKA-R2B holoenzyme dissociation, Cy5-IP20 fluorescence polarization; R2B truncated from residue 108, S112A mutant; 0% DMSO only, 100% 113 µM cGMP; AID 504700;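 active means activation above a cutoff set at the mean over all compounds plus 3 SD, cut at about 18% in these data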;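 further: higher means more holoenzyme dissociation and a rise in polarization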
# RTF Ca sens inh – cardiac RTF calcium desensitization. P19429+P45379. IANBD-labeled cardiac RTF, Ca2+ fluorescence. inhibition, % at 7.15 µM. 340,000 tested, 0.12% active. AID 493244;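 active means inhibition above the mean inhibition of all tested compounds plus 3 SD, cut at about 17% in these data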;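 further: assay run at fixed EC70 calcium of 1.6 mM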
# Arrestin-AP2 inh – blocks beta-arrestin peptide binding to AP2 adaptin; 340,000 tested, 0.31% active; inhibition, % at 10 µM; FITC-arrestin peptide / GST-AP2 beads, flow cytometry; AP2 beta2 appendage carries R879A mutation;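 active means inhibition above a set limit, near 3 SD of compounds lacking own fluorescence, cut at about 54% in these data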;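 further: plate controls were DMSO wells for no effect and 5 µM unlabelled arrestin peptide for full effect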
#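 Assay system: GST-AP2 R879A bound to glutathione beads, E. coli-expressed; Medium: PBS with 0.05% Tween 20 and 0.1% BSA; Also added: fluorescein-tagged arrestin peptide at 50 nM final; Timing: 12 min plus 1 h, RT; Measured by: flow cytometry, FL1 (488/535 nm); Evaluation: percent drop in bead-associated FITC signal.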
# DAGLB inh – diacylglycerol lipase beta (human) inhibition | AID 504411 | HEK293T DAGLB membrane lysate, EnzChek fluorogenic substrate | inhibition, % at 5.17 µM | 340,000 tested, 0.059% active; in the data active means inhibition above about 34%;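 further: 0% = enzyme with vehicle and 100% = wells lacking enzyme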
# Keap1 Nrf2 FP – inhibitors of human Keap1-Nrf2 protein-protein interaction; 340,000 tested, 0.15% active; Keap1 Kelch-Nrf2 peptide fluorescence polarization, 1536-well; Q14145; inhibition, % at 9.4 µM; in the data active means inhibition above about 12%; inconclusive means no clear call, values can overlap the other calls; inactive means below about 7.3%;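 further: human Keap1 Kelch domain with fluorescein labeled Nrf2 9mer peptide probe; 0% = neutral control wells and 100% = peptide positive control; higher means more block of Keap1 binding to Nrf2 peptide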
# Target sequence (Q14145 whole entry, looked up, the tested form may be a part): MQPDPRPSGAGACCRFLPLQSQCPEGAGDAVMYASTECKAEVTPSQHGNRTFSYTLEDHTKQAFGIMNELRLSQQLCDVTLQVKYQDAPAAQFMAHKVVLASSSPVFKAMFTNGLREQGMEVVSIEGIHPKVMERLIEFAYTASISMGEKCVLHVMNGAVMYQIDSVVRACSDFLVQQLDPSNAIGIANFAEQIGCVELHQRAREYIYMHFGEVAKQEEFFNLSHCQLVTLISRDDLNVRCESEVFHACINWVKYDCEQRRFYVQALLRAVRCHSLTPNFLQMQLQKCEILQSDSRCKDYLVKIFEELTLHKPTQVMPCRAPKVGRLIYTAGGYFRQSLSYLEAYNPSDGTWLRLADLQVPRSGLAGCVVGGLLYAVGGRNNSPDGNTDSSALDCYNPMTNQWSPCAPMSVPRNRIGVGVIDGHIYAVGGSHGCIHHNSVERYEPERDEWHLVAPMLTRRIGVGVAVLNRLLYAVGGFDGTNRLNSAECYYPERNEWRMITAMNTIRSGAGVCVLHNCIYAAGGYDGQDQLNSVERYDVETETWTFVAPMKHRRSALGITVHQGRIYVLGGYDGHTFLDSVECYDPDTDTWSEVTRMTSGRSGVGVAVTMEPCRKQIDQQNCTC
# PvdQ acylase – blocks Pseudomonas aeruginosa PvdQ acylase activity; inhibition, % at 10 µM; 340,000 tested, 0.063% active; purified PvdQ acylase, fluorescence plate reader; in the data active means inhibition above about 30%, passing the limit was not always enough; inconclusive means no clear call, values can overlap the other calls;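 further: 0% = vehicle neutral wells and 100% = reference inhibitor wells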
# SR-BI uptake up – SR-BI HDL lipid transfer activation; CHO ldlA[mSR-BI] cells, DiI-HDL uptake fluorescence, 3 h; 100 = double the neutral-control signal; activation, % at 12.5 µM; 320,000 tested, 0.096% active;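 active means mean replicate activation of at least 60% and every replicate at or above 60%; inconclusive means mean or all-replicate condition met, but not both; inactive means mean below 60% and not all replicates reaching 60%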;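 further: 0% = median plate neutral-control signal and 100% = twice that signal; values of inactives mirror those of a sister screen read the other way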
#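 Test system: SR-BI-overexpressing, LDLR-lacking CHO cells. Measured by: DiI fluorescence, bottom read. Medium: Ham's F12 with 0.5% BSA, HEPES 25 mM, pH 7.4. Timing: 3 h uptake period with compound, 37 °C.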
# C-LANA FP – inhibitors of KSHV LANA C-terminal domain DNA binding. AID 504423. MBP-C-LANA/FAM-LBS DNA binding, fluorescence polarization. 340,000 tested, 0.078% active. inhibition, % at 9 µM;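 active means highest replicate inhibition at or above 60% at 9 µM, even if other replicates fall short; inactive means all replicates below 60% inhibition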;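 further: 0% = neutral control wells and 100% = 4 µM acridine orange control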
# NSD2 inh – NSD2 (human) methyltransferase inhibition; O96028; NSD2 peptide methylation, AlphaScreen, 120 min; 310,000 tested, 0.54% active; AID 743445; inhibition, % at 12.5 µM; in the data active means inhibition above about 50%
# The depositor's hits bear a star; u = inconclusive; x = not tested or not shown; & = joins results of further samples. Compounds were not picked by outcome; 2.1% or so of the library scored in one or more.
SMILES,SR-BI HDL uptake,PKA-R2B activ,RTF Ca sens inh,Arrestin-AP2 inh,DAGLB inh,Keap1 Nrf2 FP,PvdQ acylase,SR-BI uptake up,C-LANA FP,NSD2 inh
O=C1CC2(CON=C2c2ccc(F)cc2)C(=O)N1c1ccc(F)cc1 (centres undefined),-7,-6,2,4,-4,-3,-6,7,-2.1,0
COC(=O)[C@H]1[C@H](C(=O)OC)[C@@H](C(=O)OC)N(c2ccc(OC)cc2)[C@@H]1C(=O)OC,-9,-2,5,-1,2,-3,-9,9,-1.5,2
CC(C)c1ccc(C2=C(O)c3ccccc3C(=O)C2=O)cc1,-59,0,7,17,5,3,9,59,0.5,4
COc1ccc(CC(=O)Nc2ccc(C(=O)NC(C)(C)C)cc2)cc1,6,5,-16,-1,2,-3,-11,-6,1.5,-1
CC(=O)NC(Cc1ccccc1)C(=O)OCC(=O)c1ccc(Cl)cc1 (centres undefined),-6,-12,-6,0,0,0,-8,6,0.1,-6
CCOc1ccc(NS(=O)(=O)c2ccc(C(=O)N3CCN(C(C)=O)CC3)cc2)cc1,-20,-1,-13,39,4,-3,-4,20,-1.7,-1
O=C(NO)C1CC2C=CC1C2 (centres undefined),-4,-1,-4,-6,0,-2,-6,4,0.4,2
COc1ccc(CSc2nnc(C)n2N)cc1[N+](=O)[O-],-20,-4,11,33,0,-4,-3,20,0.0,2
Cc1ccc(-n2ncc3c(=O)n(CC(=O)N4CCN(c5ccccc5)CC4)cnc32)cc1C,40,2,-12,-8,-1,-1,0,-40,1.0,0
Cc1cc(SCC(=O)N(C)C2CCCCC2)nc2ccccc12,-9,10,0,1,-4,-4,-13,9,2.5,-3
CC(=O)N[C@@H](C)C(=O)OC(C)C(=O)Nc1cccc([N+](=O)[O-])c1 (some centres undefined),4,-3,6,2,-1,-1,2,-4,0.7,-1
Cc1ccccc1NC1=C(Cl)C(=O)N(C2CCCCC2)C1=O,45,-1,-4,1,-9,-3,5,-45,-0.4,-4
CCCCn1c(SCC(=O)NNC(=O)c2ccco2)nnc1-c1ccco1,-4,x,x,16,x,-3,9,4,-1.3,-1
COc1cccc2[nH]c(C(=O)NC(C)c3ccccc3)cc12 (centres undefined),0,-19,2,-21,-2,1,-11,0,22,1
CC1CCCC(C)N1C(=O)COC(=O)CCC(=O)c1ccc(F)cc1 (centres undefined),-7,6,-4,12,-7,3,-2,7,-0.5,1
CSc1ncc(CN2CCN(C3CCCC3)C(CCO)C2)cn1 (centres undefined),x,-6,-12,8,-3,-4,-16,x,-0.1,4
CCc1ccc(NC(=O)[C@H](Cc2ccccc2)NC(=O)C2CCN(C(=O)[C@@H](N)CC(C)C)CC2)cc1,-7,-9,-4,5,0,-3,-7,7,0.8,x
NC1=NC[C@H](Cc2ccc(O)cc2)N1CCc1cccc(F)c1,-30,3,9,x,0,-3,-13,30,-1.2,x
Cc1cc(C)c2nc(N3C(=O)C(O)=C(C(=O)c4ccco4)C3c3ccc(O)cc3)sc2c1 (centres undefined),8,-1,0,27,16,-4,-9,-8,0.5,30
CCc1ccc(NC(=O)CCC(=O)Nc2nnc(C(C)C)s2)cc1,-16,-7,4,5,1,0,-14,16,0.6,0
OCC[C@@H]1C[C@H](O)[C@@H](O)[C@]2(CCc3ccccc3O2)O1,-8,-3,1,6,0,0,2,8,0.4,x
COc1ccc(CC(NC(C)=O)C(=O)NC2CCN(c3c4c(nc5ncnn35)CCC4)CC2)cc1 (centres undefined),-25,4,-5,4,0,1,-14,25,-0.2,1
O=C(Nc1ncn[nH]1)c1ccc(Cl)cc1Cl,-13,2,3,12,-1,-2,-11,13,0.7,0
CC(=O)N(/N=C1\Sc2ccccc2C1=O)c1ccccc1C,7,10,-16,17,7,-5,-4,-7,-2.9,56*
CCCOC(=O)CN1C(=O)c2ccc(C(=O)OCCC)cc2C1=O,-7,-8,-11,1,-7,0,-12,7,-0.7,-4

# Further results
SMILES,SR-BI HDL uptake,PKA-R2B activ,RTF Ca sens inh,Arrestin-AP2 inh,DAGLB inh,Keap1 Nrf2 FP,PvdQ acylase,SR-BI uptake up,C-LANA FP,NSD2 inh
O=C(COC(=O)Cn1c(C(F)(F)F)nc2ccccc21)Nc1ccc2c(c1)OCCO2,-38,3,10,20,-1,-4,7,38,-1.2,0
O=C(Oc1cccc(N2C(=O)CCC2=O)c1)C1CC(=O)N(c2ccc(F)cc2)C1 (centres undefined),-14,6,-14,12,0,-21,0,14,1.1,1
OCC(O)/C=N/Nc1nc2ccccc2s1 (centres undefined),1,-9,-5,1,1,-1,-7,-1,-2.5,-1
CCCCCc1nnc(NC(=O)c2ccc(N3CCCC3=O)cc2)s1,27,-10,-6,28,-2,4,-3,-27,1.1,-2
CN(CCc1ccccc1)C(=O)c1cccc(NC(=O)Cc2cccc(NC(=O)C3CCN(C(=O)C4CCC4)CC3)c2)c1,22,-1,-8,47,3,2,-18,-22,0.3,x
CC(C)=CC(=O)N1CCC(N2CCC(C(=O)N3CCOCC3)CC2)CC1,x,-9,-9,6,-1,-4,-13,x,-0.5,-1
COCCNC(=O)COc1ccc(Oc2ccccc2)cc1,-7,1,-18,13,0,-1,-3,7,0.9,-4
CCOc1ccc(OCC)c(NC(=O)Cn2cccc2)c1,6,-10,1,5,-1,0,-12,-6,1.4,-3
Cc1cc2c(cc1S(=O)(=O)CCC(=O)N(C)Cc1ccccc1)OCC(=O)N2,-1,-11,3,0,1,-5,15,1,0.3,x
COc1ccc(C(CNC(=O)c2ccc(S(=O)(=O)N3CC(C)CC(C)C3)cc2)N(C)C)cc1 (centres undefined),-13,2,4,2,-1,-2,6,13,4.8,4
O=C1CC(c2ccccc2Cl)CC(O)=C1C=NCCCO (centres undefined),-14,7,4,19,0,1,3,14,0.0,-2
CC1CN(C(=O)N2c3ccccc3Sc3ccccc32)C(C)CC1=O (centres undefined),8,0,-3,16,0,-3,-10,-8,-0.1,-3
CCOCCCn1c(=NC(C)=O)c(C(=O)OCC)cc2c(=O)n3ccccc3nc21,-11&26,-4&1,4&-11,-1&3,1&-1,3&-3,-8&-14,11&-26,-1.8&-0.6,-1
CCc1ccccc1NS(=O)(=O)c1cc2c3c(c1)CCN3C(=O)CC2,-1,-10,-4,-1,1,-6,-13,1,1.0,31
COc1nc(OCCNC(C)=O)nc(N(C)C)n1,10,7,0,2,-1,5,-6,-10,-0.4,-2
O=c1ccnc(SCCc2ccc([N+](=O)[O-])cc2)[nH]1,16,-1,-2,-5,0,1,1,-16,-0.1,0
CN(C)CCn1c2c(c(SCC(=O)Nc3cccc4ccccc34)nc1=O)CCCC2,-20,-20,-2,6,2,x,-9,20,x,1
CC1CCCC(C(=O)O)N1C(=O)CCS (centres undefined),-4,1,5,-1,-2,4,-8,4,-1.6,-4
CC(C)(C)OC(=O)[C@H](CCCCN)NC(=O)c1nc[nH]c1C(=O)N[C@@H](CCCCN)C(=O)OC(C)(C)C,3,9,-5,-2,0,-4,-5,-3,0.2,x
COc1ccc(C2(CNC(=O)c3cccc([N+](=O)[O-])c3)CCCCC2)cc1OC,11,8,1,5,2,-3,13,-11,0.5,3
O=C(O)Cn1ccc2ccccc21,-44,6,-9,31,-2,-1,-2,44,-1.4,1
C/C(=N\Nc1ccc(Cl)c(C(=O)O)c1)c1cccs1,-31,3,-3,-15,2,-1,-10,31,3.7,11
CCOc1cc(/C=N/NC(=O)COc2cccc(C)c2)ccc1OC(=O)c1cccs1,40,-6,2,-7,-7,-2,-13,-40,-1.1,3
CCOC(=O)c1c(NC(=O)COc2ccccc2)sc2c1CC(C)(C)NC2(C)C,32,10,-4,8,-3,-4,-12,-32,3.4,-2
COc1ccc(Cn2c(=O)sc3ccccc32)cc1,x,0,-4,14,-10,2,5,x,-2.4,-5

# The list continues.
SMILES,SR-BI HDL uptake,PKA-R2B activ,RTF Ca sens inh,Arrestin-AP2 inh,DAGLB inh,Keap1 Nrf2 FP,PvdQ acylase,SR-BI uptake up,C-LANA FP,NSD2 inh
CCNc1c2c(nc3ccccc13)CC(C)(C)CC2=O,-13,11,1,53,0,5,14,13,-1.2,8
Cc1c(NC(=O)C2CCN(S(=O)(=O)c3ccc(Cl)cc3)CC2)c(=O)n(-c2ccccc2)n1C,5,-9,2,3,-2,-3,-12,-5,0.5,3
COC(=O)C(Cc1ccccc1)NC(=O)CNC(=O)c1ccc(Br)cc1 (centres undefined),3,-2,-10,12,-5,2,-1,-3,0.4,0
CCC(c1nnnn1CC1CCCO1)N(CCN1CCOCC1)Cc1cc2cc(C)ccc2[nH]c1=O (centres undefined),0,-10,-2,8,1,-2,8,0,-0.8,x
COc1ccc2[nH]c(C)c(CCNC(=S)Nc3cccc(C)c3)c2c1,20,-10,2,9,2,-1,1,-20,0.0,x
O=C(Nc1ccc(C2=CN(Cc3ccccc3)CCC2=O)cc1)OCc1ccccc1,-12,0,-4,29,0,u,-10,12,-2.8,x
CS(=O)(=O)CCC(C(=O)O)N1C(=O)c2ccc(Oc3ccc(Cl)cc3)cc2C1=O (centres undefined),-8,-7,-10,-14,0,0,-13,8,-0.1,0
Cc1ccccc1NC(=O)CCCC(=O)c1ccccc1,-1,0,-7,36,-1,-5,-6,1,2.0,4
COC(=O)c1cn(NC(=O)C2CCCCC2)c(=O)c2ccccc12,-12,-4,1,-1,1,-1,-4,12,0.6,-1
CC(=O)c1c(C)[nH]c(C(=O)CSc2ccc(F)cc2)c1C,51,-6,-7,6,0,-2,5,-51,1.2,1
COc1ccc(C2C(C(=O)O)c3ccccc3C(=O)N2C)cc1Br (centres undefined),0,-6,-12,2,0,-5,-20,0,-1.6,14
Cc1ccc(NC2CC(=O)N(c3ccc(N4CCCCC4)cc3)C2=O)cc1 (centres undefined),60,-4,3,34,8,-2,-2,-60,0.6,0
COc1ccc(CCN2C(=O)N[C@@H](C(C)C)C2=O)cc1,9,1,-5,-15,0,0,-7,-9,1.5,-3
O=C1CC[C@@H]2CC3(C[C@@H]4CCN1[C@H]24)Nc1cc([N+](=O)[O-])ccc1NC3=NC1CCCCC1 (some centres undefined),2,1,-7,-1,19,0,-4,-2,1.3,x
NC(=O)c1ccccc1OCC(=O)NC12CC3CC(CC(C3)C1)C2,-34,-6,1,3,1,-3,0,34,1.4,17
O=C1NC(=O)C(=Cc2ccc(Cl)cc2Cl)S1,-2,1,5,7,15,4,2,2,2.6,5

# Single entries from the list:
# Under DAGLB inh, `COC(=O)c1cn(NC(=O)C2CCCCC2)c(=O)c2ccccc12` is entered as 1
# Under C-LANA FP, `COC(=O)C(Cc1ccccc1)NC(=O)CNC(=O)c1ccc(Br)cc1` (centres undefined) is entered as 0.4
